From PubChem BioAssay
STEP inh – blocks human striatal-enriched tyrosine phosphatase | recombinant STEP, OMFP fluorogenic substrate, fluorescence | inhibition, % at 20 µM | 0.25% of 360,000 active;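 active = inhibition at 20 µM, scaled per plate between control wells, above about 37%, limit read from the data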;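 also: 0% = DMSO with enzyme and substrate and 100% = substrate only without enzyme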
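Assay system: isolated STEP enzyme. Buffer or medium: pH 6.0 Bis-Tris with DTT and Tween 20. Also added: fluorogenic phosphatase substrate OMFP at 25 µM final. Dosing: 20 µM, 1% DMSO. Timing: 20 min reaction, room temperature, in the dark. Measured by: fluorescence intensity, excitation 480 nm, emission 540 nm. Evaluation: normalized % inhibition.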
Tb MetRS inh – Trypanosoma brucei MetRS inhibition; AID 624268; inhibition, % at 11.9 µM; purified T. brucei MetRS, ATP depletion, Kinase-Glo luminescence; 0.4% of 360,000 active;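 active = inhibition above a per-plate cutoff of the control wells' mean inhibition plus 3 SD, cut at about 5.5% in these data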;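 also: 0% = DMSO wells median and 100% = median of wells with control inhibitor compound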
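Measured by: Kinase-Glo luciferase luminescence reporting remaining unconsumed ATP. Material: purified T. brucei MetRS enzyme. Doses: 11.9 µM compound single dose, 0.9% DMSO. Medium: HEPES buffer containing pyrophosphatase, BSA, spermine, DTT. Times: 15 min preincubation, 2 h reaction, all 25 °C. Reagent: methionine, ATP and bulk E. coli tRNA.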
eLon inh – inhibitors of E. coli Lon protease. purified E. coli Lon protease, fluorescence polarization. P0A9M0. AID 602123. inhibition, % at 7.94 µM. 0.42% of 360,000 active; in the data active = inhibition above about 13%, passing the limit was not always enough;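 also: 0% = enzyme with probe and DMSO and 100% = no enzyme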
Target sequence (P0A9M0 whole entry, looked up): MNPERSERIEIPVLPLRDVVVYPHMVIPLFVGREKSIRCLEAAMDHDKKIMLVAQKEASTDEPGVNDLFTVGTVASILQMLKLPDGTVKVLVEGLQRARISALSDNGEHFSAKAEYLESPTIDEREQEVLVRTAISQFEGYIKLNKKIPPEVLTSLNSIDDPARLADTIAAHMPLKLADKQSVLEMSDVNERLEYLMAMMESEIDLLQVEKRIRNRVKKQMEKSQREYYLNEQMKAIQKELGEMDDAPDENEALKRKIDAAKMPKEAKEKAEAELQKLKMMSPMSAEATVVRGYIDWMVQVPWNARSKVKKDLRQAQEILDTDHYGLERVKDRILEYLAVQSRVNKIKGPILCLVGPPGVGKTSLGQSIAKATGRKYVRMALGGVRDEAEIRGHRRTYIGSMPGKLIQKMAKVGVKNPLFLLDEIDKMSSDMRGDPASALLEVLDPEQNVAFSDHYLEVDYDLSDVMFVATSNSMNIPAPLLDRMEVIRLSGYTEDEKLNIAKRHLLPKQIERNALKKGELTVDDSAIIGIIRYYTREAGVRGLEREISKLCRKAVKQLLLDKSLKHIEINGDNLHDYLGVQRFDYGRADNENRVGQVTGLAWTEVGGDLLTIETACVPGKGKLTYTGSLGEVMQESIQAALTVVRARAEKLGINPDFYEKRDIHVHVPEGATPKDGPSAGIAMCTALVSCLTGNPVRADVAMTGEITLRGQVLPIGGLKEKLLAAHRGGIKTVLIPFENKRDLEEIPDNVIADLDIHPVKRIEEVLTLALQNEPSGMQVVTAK
DNMT1 block – inhibitors of human DNMT1 | AID 588458 | DNMT1 molecular beacon, Hinp1I cleavage, fluorescence | 0.83% of 360,000 active | P26358 | inhibition (reported as % activation of signal), % at 10 µM; in the data active = inhibition above about 50%
Scp-1 inhibitor – blocks human Scp-1 phosphatase activity; Q9GZU7; 0.88% of 340,000 active; Recombinant Scp1, phosphopeptide, malachite green phosphate absorbance; inhibition, % at 20 µM;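 active = inhibition above about 50% at 20 µM, limit read from the data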;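 also: plate controls were DMSO wells with enzyme for no effect and wells lacking enzyme for full effect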
Target sequence (Q9GZU7 76-261 limits assumed): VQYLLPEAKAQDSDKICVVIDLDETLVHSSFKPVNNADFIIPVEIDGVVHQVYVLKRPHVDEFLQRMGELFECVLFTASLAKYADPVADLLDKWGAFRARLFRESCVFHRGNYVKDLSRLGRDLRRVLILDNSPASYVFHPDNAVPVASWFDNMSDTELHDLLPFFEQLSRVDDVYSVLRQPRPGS
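Incubation: 45 min enzyme reaction at room temperature / System: truncated SCP-1 phosphatase (76-261aa) / Reagent: Phospho 17-mer peptide substrate / Buffer or medium: Acidic Tris acetate buffer with magnesium and detergent / Signal: absorbance at 630 nm / Doses: one concentration, 20 µM, with 1.0% DMSO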
bovine MsrA act – activators of bovine methionine sulfoxide reductase A | 0.3% of 360,000 active | purified bovine MsrA, absorbance read-out | activation, % at 10.6 µM | AID 602163; in the data active = activation above about 7.5%;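 also: 0% = vehicle and 100% = reference activator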
CendR NRP1 mod – modulators of CendR peptide binding to human neuropilin-1; O14786; 0.85% of 360,000 active; inhibition, % at 25 µM; FAM-RPARPAR peptide binding to NRP-1, fluorescence polarization;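 active = inhibition or corrected inhibition above about 18%, plus a signal ratio from 0.5 to 1.5, limit read from the data, passing the limit was not always enough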; also: strong numbers were not always called active
SUMO1 PPI mod – SUMO1-SIM interaction modulation. inhibition, % at 20 µM. P63165. SUMO1 binding to a labelled peptide, TR-FRET, 1 h. AID 602429. 0.33% of 360,000 active; in the data active = inhibition above about 37%
Target sequence (P63165 whole entry, looked up): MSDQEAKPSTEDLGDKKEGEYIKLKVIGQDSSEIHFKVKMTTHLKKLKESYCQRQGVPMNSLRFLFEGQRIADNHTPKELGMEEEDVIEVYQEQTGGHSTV
MsrA inh – bovine MsrA inhibition; inhibition, % at 15.5 µM; 0.75% of 360,000 active; AID 651718; purified bovine MsrA, absorbance read-out; in the data active = inhibition above about 4.5%;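 also: 0% = vehicle wells with enzyme and 100% = reference inhibitor wells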
LMPTP block – blocks human LMPTP phosphatase. P24666. recombinant LMPTP-A, OMFP fluorogenic substrate, fluorescence intensity. inhibition, % at 20 µM. 0.22% of 360,000 active;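 active = compounds that cut the enzyme signal by at least half of the control window in the single-dose screen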;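 also: plate controls were DMSO wells with enzyme plus substrate for no effect and substrate without enzyme for full effect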
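material = LMPTP-A | quantity = 0.625 nM enzyme | reagent = OMFP substrate, 400 µM final | buffer or medium = Bis-Tris pH 6.0, DTT, detergent | detection = endpoint fluorescence intensity from OMFP dephosphorylation | dosing = single 20 µM dose | read-out basis = % inhibition relative to no-enzyme and uninhibited control wells | control set = no-enzyme and uninhibited controls | timing = 50 min at room temperature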
An asterisk follows results filed as active. Compounds were not picked by outcome; any-hit rate near 4.3%.

1) COc1ccc(OC)c(-n2nnnc2SCC(=O)NCCc2ccccc2)c1
2) Cc1nc(-c2coc3c(CN(C)C)c(O)ccc3c2=O)cs1
3) CCc1ccccc1NC(=O)COc1ccc(C(=S)N2CCCC2)cc1
4) CCc1nnc(NS(=O)(=O)c2ccc(N/C=C\C(=O)c3cccc(OC)c3)cc2)s1
5) Cc1cc(C)n(CC(=O)N2c3ccccc3Sc3ccccc32)n1
6) COc1ccc(NC(=O)COC(=O)Cc2c[nH]c3ccccc23)cc1OC
7) O=[N+]([O-])c1cccc(/C=C2\CCC(/C=N/Nc3ccc4ccccc4n3)=C2N2CCOCC2)c1
8) O=C(Nc1ccccc1N1CCCCC1)c1ccccc1F

Compound	1	2	3	4	5	6	7	8
STEP inh	-2	-1	7	15	-1	1	-1	1
Tb MetRS inh	-0.5	-0.5	-0.4	0.1	-0.3	-0.3	-0.5	-0.5
eLon inh	-4	-1	-9	0	1	-2	6	-1
DNMT1 block	-4	35	1	-2	3	-1	-3	0
Scp-1 inhibitor	-4	-1	-6	-7	-7	-3	-1	-7
bovine MsrA act	0	-5	-3	-2	-2	-2	-1	-2
CendR NRP1 mod	-3	2	11	-16	-3	-9	1	-4
SUMO1 PPI mod	1	1	-1	10	0	2	-6	2
MsrA inh	-1.2	2.5	1.9	1.9	0.2	-0.4	2.0	-1.1
LMPTP block	0.8	-0.9	-2.2	2.1	0.6	0.6	2.9	-0.3

9) CCCc1nc(Cl)c(C#N)c2c1CCCC2
10) C/C(=N\NC(=O)C1CCCN(S(=O)(=O)c2ccccc2)C1)c1cccnc1 (stereo unspecified)
11) Cc1ccc(-c2cc(C(F)(F)F)n3ncc(C(=O)N4CCCc5ccccc54)c3n2)cc1
12) CC(C)N(CCO)C(=O)CCc1nnc(Cc2cccc(C(F)(F)F)c2)o1
13) CCOc1ccc(S(=O)(=O)N2CCN(C(=O)c3cccn3C)CC2)cc1
14) N#C/C(=C\c1c(N2CCN(Cc3ccccc3)CC2)nc2ccccn2c1=O)S(=O)(=O)c1ccccc1
15) O=C(NNc1c(Cl)cc(Cl)cc1Cl)C1CCC1
16) Cc1ccc(CCNC(=O)c2nnc(CS(=O)(=O)c3ccccc3)o2)cc1

Compound	9	10	11	12	13	14	15	16
STEP inh	0	-4	-1	2	0	0	-2	1
Tb MetRS inh	-1.2	0.1	-0.8	0.0	0.2	0.6	0.1	0.6
eLon inh	2	-4	-8	-2	-8	-1	3	-12
DNMT1 block	4	2	5	2	-3	-1	-1	-3
Scp-1 inhibitor	-3	-6	-9	2	-3	4	-2	-17
bovine MsrA act	-3	1	0	-6	-2	-2	-4	-2
CendR NRP1 mod	15	8	3	-1	1	-54	-7	-12
SUMO1 PPI mod	2	1	-3	0	2	-13	1	3
MsrA inh	-1.4	-0.3	0.2	0.5	1.3	2.1	1.0	0.3
LMPTP block	0.4	1.3	-0.6	-1.1	0.7	4.4	-3.0	0.1

17) COc1ccc(NC(=S)N2CCC(C(=O)c3ccc(C)cc3)CC2)cc1
18) O=C(Nc1ccccc1Cl)c1cc(S(=O)(=O)N2CCCC(C(=O)O)C2)ccc1F (stereo unspecified)
19) C=CC[C@@H](CC(=O)N[C@H](CO)Cc1ccccc1)C(=O)N[C@H](COC(=O)[C@@H](CC=C)Cc1ccc(F)cc1)C(C)(C)C
20) O=C(Nc1ccc(Br)cc1)C1CCN(c2cnccn2)CC1
21) CCc1ccc(C(=O)O)cc1
22) Cc1cc2c(cc(C(=O)OC(C)C(=O)NCc3ccccc3)n2C)o1 (stereo unspecified)
23) C/C(=N\O)C(C)Oc1ccc(Cl)cc1 (stereo unspecified)
24) COc1ccc(C(=O)Nc2ccc(F)cc2F)cc1OC

Compound	17	18	19	20	21	22	23	24
STEP inh	3	-1	0	-2	-1	-3	-3	2
Tb MetRS inh	0.7	-1.6	-0.6	-0.5	-1.1	-0.5	-0.2	-1.0
eLon inh	-5	0	31	-6	6	1	-6	-8
DNMT1 block	81*	2	-6	0	2	-2	-1	2
Scp-1 inhibitor	-2	-8	-8	-2	-9	-8	-4	-3
bovine MsrA act	-3	-9	-11	-5	-5	-5	-8	2
CendR NRP1 mod	0	-8	-14	2	12	-5	0	8
SUMO1 PPI mod	5	10	3	1	-1	-36	-3	2
MsrA inh	-0.8	0.1	-0.8	0.4	-0.4	0.2	0.0	-1.0
LMPTP block	0.7	0.9	1.8	-0.3	-2.0	-0.2	0.2	-2.7

25) COc1ccc(-n2ccnc(SCC(=O)NC3CCCC3)c2=O)cc1
26) Cc1cccc(NC(=O)c2cccc(S(=O)(=O)N3CCCC3)c2)n1
27) Cc1nn(C)c(Oc2ccccc2)c1CCNC(=O)CCl
28) CCc1nnnn1-c1ccc([N+](=O)[O-])cc1C
29) Cc1nc(N2CCN(c3ccccc3)CC2)[nH]c(=O)c1C
30) CCN(CC)S(=O)(=O)c1ccc(=O)n(CC(=O)N2CCCc3cc(C)ccc32)c1
31) C/C(=N\Nc1nc2c(s1)CCCC2)c1ccccc1
32) CN1CCN(C2=C(Cl)C(=O)c3ccccc3C2=O)CC1

Compound	25	26	27	28	29	30	31	32
STEP inh	1	-1	-2	-2	-2	-3	1	6
Tb MetRS inh	-1.1	-0.5	0.1	0.4	0.5	0.3	0.1	0.7
eLon inh	11	-8	3	-1	-3	-6	3	16
DNMT1 block	3	1	0	0	0	-2	-14	87*
Scp-1 inhibitor	-1	-1	-9	-8	-8	3	-3	-8
bovine MsrA act	-9	-3	-3	-2	1	-1	-1	0
CendR NRP1 mod	-2	0	-2	11	-6	1	-1	36*
SUMO1 PPI mod	-30	7	1	-7	-3	4	-6	62*
MsrA inh	0.9	-0.4	-0.1	0.6	-0.7	2.0	0.6	3.6
LMPTP block	-0.2	-0.1	0.6	-1.5	-0.3	0.9	0.8	28

33) CCSc1nnc(NC(=O)c2ccc(C)cc2)s1
34) O=C(NCc1cccs1)c1ccc(S(=O)(=O)N2CCOCC2)cc1
35) COc1cc(/C=C2\NC(=S)N(C)C2=O)ccc1OCc1cccc(F)c1
36) CCc1nnc(NC(=O)CCCSc2nc3ccccc3[nH]2)s1
37) CCOC(=O)C1CCN(C(=O)c2ccc(OCC(=O)Nc3ccc(OCC)cc3)c(OC)c2)CC1
38) CCOc1ccc(C(=O)NCC(=O)NCC(c2ccc(OC)cc2)N2CCCC2)cc1 (stereo unspecified)
39) O=C(CSc1nnc(SCc2ccc(Cl)cc2)s1)N/N=C/c1ccccc1C(=O)O
40) COc1ccnc(Oc2ccc(F)cc2)c1C(=O)N/C=N/OCc1ccc(F)cc1Cl

Compound	33	34	35	36	37	38	39	40
STEP inh	0	8	-1	0	-4	-3	3	0
Tb MetRS inh	-0.4	-0.6	-0.2	0.3	-0.3	-0.7	0.0	-1.7
eLon inh	-13	2	0	12	0	6	-11	-4
DNMT1 block	-1	4	-1	-1	0	-2	-1	1
Scp-1 inhibitor	0	-7	-7	-5	-2	-2	12	-2
bovine MsrA act	-4	-1	0	-2	-2	-11	-5	-4
CendR NRP1 mod	7	21*	1	0	3	8	-6	11
SUMO1 PPI mod	-2	1	-1	14	-1	-45	9	-2
MsrA inh	-0.7	-0.6	0.7	-1.2	0.2	-0.9	-0.1	-0.6
LMPTP block	-0.7	-1.2	-0.2	-0.3	-1.2	-7.0	-0.7	2.3

41) CN(CCC#N)Cc1cc(=O)oc2ccc3ccccc3c12
42) Clc1ccc2nc(-c3ccc4c(c3)OCO4)cn2c1
43) CCN1C(=O)[C@@H]2[C@@H](c3ccc(-c4ccc(C(C)=O)cc4)cc3)N3CCCC[C@@]3(C(=O)OC)[C@@H]2C1=O
44) O=C(NC(=S)Nc1ccc(S(=O)(=O)N2CCCCC2)cc1)c1cccs1
45) COc1c(C)cccc1C(=O)NC(=S)Nc1cccc2nsnc12
46) O=C(/C=C/c1ccc(OC2CSC2)cc1)c1ccccc1
47) COC(=O)c1ccc(CSC2=NC[C@@H]3[C@@H]4C(=O)N(Cc5ccccc5)C(=O)[C@@H]4[C@](Cc4ccccc4)(C(=O)OC)N23)cc1

Compound	41	42	43	44	45	46	47
STEP inh	-1	-1	3	1	3	0	4
Tb MetRS inh	0.0	-0.8	0.3	0.1	-0.5	0.3	0.5
eLon inh	8	-2	-14	8	1	4	-5
DNMT1 block	0	-6	-13	10	22	9	-3
Scp-1 inhibitor	-17	-4	-7	-4	-4	-8	16
bovine MsrA act	-6	-4	-1	-6	-11	-1	-4
CendR NRP1 mod	-4	-5	-1	14	-6	-131	5
SUMO1 PPI mod	-17	2	-18	1	-4	-9	3
MsrA inh	0.4	4.2	2.9	0.7	-1.0	1.3	2.5
LMPTP block	-1.2	1.2	2.2	0.3	1.1	4.3	2.3

Molecules shown so far with fluorine:
8) O=C(Nc1ccccc1N1CCCCC1)c1ccccc1F
11) Cc1ccc(-c2cc(C(F)(F)F)n3ncc(C(=O)N4CCCc5ccccc54)c3n2)cc1
12) CC(C)N(CCO)C(=O)CCc1nnc(Cc2cccc(C(F)(F)F)c2)o1
18) O=C(Nc1ccccc1Cl)c1cc(S(=O)(=O)N2CCCC(C(=O)O)C2)ccc1F (stereo unspecified)
19) C=CC[C@@H](CC(=O)N[C@H](CO)Cc1ccccc1)C(=O)N[C@H](COC(=O)[C@@H](CC=C)Cc1ccc(F)cc1)C(C)(C)C
24) COc1ccc(C(=O)Nc2ccc(F)cc2F)cc1OC
35) COc1cc(/C=C2\NC(=S)N(C)C2=O)ccc1OCc1cccc(F)c1
40) COc1ccnc(Oc2ccc(F)cc2)c1C(=O)N/C=N/OCc1ccc(F)cc1Cl

Compound	8	11	12	18	19	24	35	40
STEP inh	1	-1	2	-1	0	2	-1	0
Tb MetRS inh	-0.5	-0.8	0.0	-1.6	-0.6	-1.0	-0.2	-1.7
eLon inh	-1	-8	-2	0	31	-8	0	-4
DNMT1 block	0	5	2	2	-6	2	-1	1
Scp-1 inhibitor	-7	-9	2	-8	-8	-3	-7	-2
bovine MsrA act	-2	0	-6	-9	-11	2	0	-4
CendR NRP1 mod	-4	3	-1	-8	-14	8	1	11
SUMO1 PPI mod	2	-3	0	10	3	2	-1	-2
MsrA inh	-1.1	0.2	0.5	0.1	-0.8	-1.0	0.7	-0.6
LMPTP block	-0.3	-0.6	-1.1	0.9	1.8	-2.7	-0.2	2.3
